Screening results: PubChem, several laboratories
HTRA1 inh = HTRA1 serine protease inhibitors, primary screen, biochemical, fluorescence polarization, HTS; Q92743; recombinant HTRA1, FP-rhodamine activity-based probe; inhibition, % at 5.96 µM; actives 0.5% (n = 340,000); AID 504803, 2011; in the data active = inhibition above about 36%;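 note: 0% = enzyme with DMSO and 100% = wells lacking enzyme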
NR1D1 modulator = modulators of Rev-erb alpha DNA binding, primary screen, biochemical, FITC-DNA, fluorescence polarization, uHTS; Nuclear receptor subfamily 1 group D member 1 (Homo sapiens), P20393; Rev-erbα–FITC-DNA binding, 90 min; activity, % at 10 µM; actives 0.79% (n = 370,000);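 active = activity above about 14%, limit read from the data; passing the limit was not always enough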;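 note: 0% = DMSO wells with 35 nM protein and 100% = DMSO wells with 750 nM protein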
Target sequence (P20393 whole entry, looked up): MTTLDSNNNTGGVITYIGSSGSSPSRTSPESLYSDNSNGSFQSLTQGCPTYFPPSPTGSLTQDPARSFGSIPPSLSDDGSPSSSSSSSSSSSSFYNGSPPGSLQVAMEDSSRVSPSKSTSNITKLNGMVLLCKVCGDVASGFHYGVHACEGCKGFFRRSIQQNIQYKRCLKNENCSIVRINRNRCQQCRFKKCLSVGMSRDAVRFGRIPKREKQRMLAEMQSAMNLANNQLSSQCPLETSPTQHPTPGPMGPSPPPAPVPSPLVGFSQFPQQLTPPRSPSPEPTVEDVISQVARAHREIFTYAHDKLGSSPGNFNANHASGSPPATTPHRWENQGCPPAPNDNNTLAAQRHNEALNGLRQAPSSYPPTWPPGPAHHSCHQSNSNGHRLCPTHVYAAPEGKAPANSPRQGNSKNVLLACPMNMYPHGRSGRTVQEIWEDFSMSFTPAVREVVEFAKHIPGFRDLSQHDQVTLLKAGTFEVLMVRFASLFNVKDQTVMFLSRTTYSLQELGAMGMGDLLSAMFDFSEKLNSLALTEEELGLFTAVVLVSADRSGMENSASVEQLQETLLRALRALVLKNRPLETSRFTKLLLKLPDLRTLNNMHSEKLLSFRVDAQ
PG9 Ab binder = binders of HIV-1 gp120 antibody PG9, primary screen, biochemical, TR-FRET; HIV-1 gp120 / PG9 antibody interaction; TR-FRET gp120-PG9 antibody binding; inhibition, % at 6.7 µM; actives 0.43% (n = 360,000); AID 624416, 2012; in the data active = inhibition above about 8.5%
PRMT1 inh = PRMT1 methyltransferase inhibitors, primary screen, biochemical, fluorescence polarization; Protein arginine N-methyltransferase 1 (Homo sapiens), Q99873; AID 652257, 2013; actives 1.3% (n = 370,000); inhibition, % at 2.79 µM; recombinant PRMT1, activity-based probe fluorescence polarization;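 active = inhibition above about 21% made by adding two undisclosed values, limit read from the data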
TCR-CD3 inh = inhibitors of human TCR-CD3 interaction, primary screen, biochemical, fluorescence, TAMRA-labeled TCR probe; T-cell receptor (TCR); actives 0.37% (n = 360,000); inhibition, % at 9.4 µM; in the data active = inhibition above about 19%;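 note: recombinant mutant TCR 2C K166C tagged with TAMRA read by polarization; 0% = receptor in buffer alone and 100% = receptor with positive control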
mABHD4 FP = ABHD4 inhibitors, primary screen, biochemical, fluorescence polarization, mouse. (Lyso)-N-acylphosphatidylethanolamine lipase (Mus musculus), Q8VD66. purified mABHD4, FP-Rh probe fluorescence polarization. inhibition, % at 8.92 µM. actives 0.54% (n = 370,000). AID 720543, 2013;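 active = inhibition exceeding the mean over every tested compound plus 3 SD, cut at about 30% in these data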;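 note: 0% = plate median of compound wells and 100% = S159A mutant with DMSO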
Target sequence (Q8VD66 whole entry, looked up): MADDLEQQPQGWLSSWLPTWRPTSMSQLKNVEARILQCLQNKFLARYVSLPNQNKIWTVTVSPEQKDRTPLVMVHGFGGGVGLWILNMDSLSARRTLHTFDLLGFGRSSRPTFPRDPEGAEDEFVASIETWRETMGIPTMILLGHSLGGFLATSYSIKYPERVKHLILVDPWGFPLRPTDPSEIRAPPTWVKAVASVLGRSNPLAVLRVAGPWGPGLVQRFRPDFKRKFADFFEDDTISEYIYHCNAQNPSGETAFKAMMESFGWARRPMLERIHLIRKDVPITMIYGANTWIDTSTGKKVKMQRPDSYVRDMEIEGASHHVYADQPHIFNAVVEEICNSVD
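system = mouse ABHD4 enzyme, wild type | medium = HEPES pH 7.0, NaCl, Pluronic buffer | also added = FP-Rh probe | incubation = Enzyme–compound pre-incubation 45 min, then probe 60 min, both 25 °C | technique = fluorescence polarization, excitation 525 nm, emission 598 nm, BODIPY TMR filters | controls = S159A mutant high control, sample median low control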
MBD2 inh = inhibitors of MBD2 binding to methylated DNA, primary screen, biochemical, TR-FRET, DNA-binding domain, human. Methyl-CpG-binding domain protein 2 (Homo sapiens), Q9UBB5. MBD2 binding to methylated oligonucleotide. inhibition, % at 4.4 µM. actives 0.31% (n = 370,000). AID 686964, 2013; in the data active = inhibition above about 13%
UHRF1 binding = UHRF1 methylated DNA binding inhibitors, primary screen, counter-screen for MBD2 inhibitor project, biochemical, TR-FRET, human UHRF1, single concentration. inhibition, % at 4.4 µM. actives 0.75% (n = 370,000). AID 687016, 2013. UHRF1 binding to methylated oligo; in the data active = inhibition above about 21%;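 note: UHRF1 SRA domain binding a hemimethylated CpG hairpin DNA probe; 0% = median of test compound wells and 100% = reference inhibitor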
rCAG binder = binders of r(CAG) RNA repeats, primary screen, biochemical, fluorescence; inhibition, % at 3 µM; actives 1.3% (n = 370,000); r(CAG) RNA repeat, TO-PRO-1 dye displacement fluorescence;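 active = inhibition above the plate cutoff, the mean of all test compounds on that plate plus 3 SD, cut at about 35% in these data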;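 note: 0% = DMSO alone and 100% = 100 µM mitoxantrone as full dye displacement; higher means more dye released from RNA so lower well fluorescence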
LEDGF integ inh = blockers of LEDGF/p75-dependent integrase strand transfer – biochemical, TR-FRET, high throughput, primary screen. TR-FRET IN-LEDGF/p75 DNA integration, Eu/Cy5. inhibition, % at 3.7 µM. actives 0.64% (n = 370,000). AID 743269, 2014;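 active = inhibition above the screen-wide mean plus 3 SD, cut at about 13% in these data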;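 note: signal is the Cy5 over europium emission ratio at 671 and 618 nm; 0% = plate median of compound wells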
* = called active by the depositor; · = not tested or not shown. The list is partial; the hit share may differ from the screen's.

SMILES	HTRA1 inh	NR1D1 modulator	PG9 Ab binder	PRMT1 inh	TCR-CD3 inh	mABHD4 FP	MBD2 inh	UHRF1 binding	rCAG binder	LEDGF integ inh
CNC(=O)CN(C1CCCCC1)S(=O)(=O)c1ccc(OC)c(Cl)c1	2	-2	-0.8	0	-5	0	1	0	-1	1
CC(=O)Nc1ccc(NC(=O)CSc2nnc3ccc(-c4ccc(F)cc4)nn23)cc1	-3	-3	-2.6	-1	8	-6	3	1	0	1
COc1ccc(CCC(=O)N/N=C\c2cccs2)cc1	5	-11	-1.5	4	0	-1	-1	0	-1	1
CC1CC(C)CN(S(=O)(=O)c2ccc(C(=O)Nc3nnc(C4CC4)o3)cc2)C1 (stereo not given)	14	1	0.2	5	6	5	2	-1	5	4
CCOc1ccc(NC(=O)CN(c2ccc([N+](=O)[O-])cc2)S(=O)(=O)c2ccccc2)cc1	-18	4	-1.8	-2	3	-10	3	-2	3	1
OCCSc1nnc(Nc2ccccc2)s1	4	2	-0.3	0	-4	3	3	0	0	-2
COCCOC(=O)c1c(C)n(C)c2ccc(OC(=O)N3CCOCC3)cc12	0	-4	2.0	1	4	-1	-2	0	-5	-2
CC(C)C(NS(=O)(=O)c1cccc2nsnc12)C(=O)Nc1nccs1 (stereo not given)	2	1	-1.9	-1	1	0	-5	-3	1	4
CC(C)(C)OC(=O)NCCc1onc(-c2ccc([N+](=O)[O-])cc2)c1C(=O)O	-2	6	-3.6	-4	-1	5	-2	3	2	2
Cc1nccn1CCC(=O)O	9	-5	0.0	1	1	4	-2	-5	0	1
COc1ccccc1-n1ccnc1SCC(=O)NC1CCCC1	4	4	0.9	3	1	-1	5	8	-5	-1
CCOC(=O)CN1CC23C=CC(O2)C(C(=O)N2CCN(c4ccc(F)cc4)CC2)C3C1=O (stereo not given)	-1	-3	-1.1	0	-6	-8	8	1	4	2
CCOC(=O)N1CCN(S(=O)(=O)c2c(C)cc(C)cc2C)CC1	9	-2	1.3	1	-1	-7	7	2	-6	-2
CC(C)[C@H](NC(=O)OCc1ccccc1)C(=O)OCC(=O)Nc1ccc(N2CCOCC2)cc1	-1	3	-1.4	0	-4	-2	0	0	-6	0
CCN(CC)S(=O)(=O)c1cc(NC(=O)Cc2ccc(S(=O)(=O)N3CCOCC3)s2)ccc1Cl	-35	-1	-0.8	5	1	-27	-3	6	17	-5
CCNc1nc(NCC)nc(SCCOC(=O)COc2ccc(Cl)cc2Cl)n1	-42	7	1.0	-1	-7	-5	-8	-3	-4	1
O=C(COn1nnc2ccc(Cl)cc21)Nc1ccc(F)cc1	-39	1	-1.6	1	-2	-3	-2	1	-8	0
O=C1NCCCc2c1oc1ccc(O)cc21	-3	-3	-3.2	-3	-2	-5	-5	5	1	6
Cn1c(=O)n(Cc2ccccc2)c(=O)c2c1nc1n2CCCN1C1CCCCC1	-3	1	-0.8	0	4	-2	2	-3	0	-3
COc1cc(/C=N/NC(=O)c2c(-c3ccccc3)noc2C)cc(OC)c1OC	-2	-4	-1.2	0	6	-3	-3	0	-2	1
COc1cccc(CN2CC(C(=O)NCCCCc3ccccn3)CCC2=O)c1 (stereo not given)	16	-9	-0.8	0	6	4	-6	2	-7	6
Cc1ccccc1OCC(=O)NCCNC(=O)c1ccccn1	3	-1	-0.7	-1	-1	5	-1	0	1	1
Cn1cccc1/C=C(/C#N)C(N)=S	4	-1	-6.0	2	-7	4	-8	-5	0	-1
c1ccc(N(c2ccccc2)c2nc(N3CCCC3)nc(-n3ccnc3)n2)cc1	-3	37*	-0.9	0	-2	3	-1	-2	8	-1
CS(=O)(=O)N1CCCCC1c1cc(C(=O)Nc2ccccc2)no1 (stereo not given)	·	0	-0.5	-2	4	-6	-2	3	3	2
c1ccc(-c2ccc(C3CCCN3)cc2)cc1 (stereo not given)	0	1	-2.2	0	5	5	-1	0	8	-2
CS(=O)(=O)c1ccc2nc(NC(=O)Nc3ccccc3F)sc2c1	-8	23	33*	-1	9	-1	2	1	9	-1
CN1CCN(C(=O)CCN2C(=O)/C(=C/c3cccc(Br)c3)SC2=S)CC1	-15	-2	-5.1	2	-28	-31	2	-4	3	0
CCCn1nc(C(=O)OCc2nc(N)nc(Nc3ccccc3C)n2)c2ccccc2c1=O	2	-6	0.0	0	1	4	-5	0	2	-2
Cc1cccc(NC(=O)c2cc(S(=O)(=O)N3CCCCC3)c[nH]2)c1C	0	0	-1.4	4	-6	-1	4	3	2	0
Cc1nc2ccc(NC(=O)NCCO)cc2s1	8	-3	0.2	3	-3	7	4	3	2	2
Cc1ccccc1COC(=O)CN1C(=O)NC2(CCCC2)C1=O	-5	3	-0.2	0	-3	5	0	1	-6	-2
Cc1nn(C2CCS(=O)(=O)C2)c2nc(C3CC3)cc(C(=O)Nc3ccc(C(N)=O)cc3)c12 (stereo not given)	-8	5	-1.0	0	-2	-1	-3	-3	2	0
Cc1ccoc1C(=O)N1CCN(C(=O)c2occc2C)CC1	-7	-2	-2.6	0	8	-14	-2	-1	-1	-2
CCN(CC)CC(=O)Nc1sc(C)c(C)c1C(=O)c1ccc(C)cc1	-12	2	0.8	4	-1	15	2	0	-5	-6
COc1ccccc1CC(=O)NN1C(=O)c2ccccc2C1=O	0	-1	0.1	4	-1	0	-1	1	0	-6
COc1ccccc1N1CCN(C(=O)c2ccc(-c3nc4ccccc4s3)o2)CC1	-31	14	0.9	1	5	-7	-7	-3	5	-1
COc1ccc(CCNS(=O)(=O)c2ccc(Br)s2)cc1	-10	-2	-2.8	2	11	-17	2	0	-1	1
CCn1c(SCc2ccccc2)nnc1-c1ccc(S(=O)(=O)N2CCCCC2)cc1	-7	-4	-1.8	2	2	-1	-1	-1	-8	-4
CC(=O)c1ccc(NC(=O)CCNS(=O)(=O)c2ccccc2F)cc1	4	-2	-0.2	-3	9	-2	-6	-2	0	3
CCC(C)c1ccc(NC(=O)C2CC3CCC2C3)cc1 (stereo not given)	-25	2	-1.2	-2	5	-12	2	1	-4	-1
CCCCC1CC(CSC(=N)N)OC1=O (stereo not given)	-8	1	0.5	1	7	-2	-5	0	-1	-1
Cc1ncc(CN2CCN(CCC(C)C)C(CCO)C2)s1 (stereo not given)	-4	6	-2.6	1	0	2	4	-1	-1	0
Cc1c(N=C2NC(=O)C(CC(=O)Nc3ccc(Cl)cc3)S2)c(=O)n(-c2ccccc2)n1C (stereo not given)	-5	1	-0.5	3	1	-3	2	-1	2	1
O=C(Cn1c(=O)sc2ccccc21)Nc1ccc(O)cc1	4	0	-1.7	9	-6	-18	5	4	5	-10

In a second layout: results already given.
Structure | HTRA1 inh | NR1D1 modulator | PG9 Ab binder | PRMT1 inh | TCR-CD3 inh | mABHD4 FP | MBD2 inh | UHRF1 binding | rCAG binder | LEDGF integ inh
Cc1nc2ccc(NC(=O)NCCO)cc2s1 | 8 | -3 | 0.2 | 3 | -3 | 7 | 4 | 3 | 2 | 2
Cc1ccccc1COC(=O)CN1C(=O)NC2(CCCC2)C1=O | -5 | 3 | -0.2 | 0 | -3 | 5 | 0 | 1 | -6 | -2
Cc1nn(C2CCS(=O)(=O)C2)c2nc(C3CC3)cc(C(=O)Nc3ccc(C(N)=O)cc3)c12 (stereo not given) | -8 | 5 | -1.0 | 0 | -2 | -1 | -3 | -3 | 2 | 0
Cc1ccoc1C(=O)N1CCN(C(=O)c2occc2C)CC1 | -7 | -2 | -2.6 | 0 | 8 | -14 | -2 | -1 | -1 | -2

The list continues:
SMILES	HTRA1 inh	NR1D1 modulator	PG9 Ab binder	PRMT1 inh	TCR-CD3 inh	mABHD4 FP	MBD2 inh	UHRF1 binding	rCAG binder	LEDGF integ inh
Brc1ccc2nc(CSc3ncn[nH]3)cn2c1	3	-4	0.3	-1	6	-4	6	-1	0	-1
CC1=C(C(=O)N(C)C)CC(CC(=O)NCCCCc2ccccc2)C(=O)N1CCCN1CCCC1=O (stereo not given)	2	-1	-0.4	2	4	-3	1	2	1	3
CCOC(=O)c1cc(-c2ccccc2)n(CCC(=O)N2CCN(c3ccccn3)CC2)c1C	-8	-4	0.1	-1	-1	1	-1	2	-1	-2
OCCOCCOCCn1c2ccccc2c2ccccc21	2	3	-0.2	-2	1	2	1	2	-5	-5
O=C1CC(N2CCC(O)CC2)C(=O)N1c1ccc(Br)cc1 (stereo not given)	3	-5	-0.5	57*	-8	-2	1	0	-1	2
OCCN(CCO)CC(O)COCCC12CC3CC(CC(C3)C1)C2 (stereo not given)	2	-5	0.9	-1	-2	-1	1	-2	-10	3
CCOC(=O)C(C)Sc1ncc(OC)c(Sc2ccc(Cl)cc2)n1 (stereo not given)	-4	3	-0.5	-2	0	-8	-3	-1	-4	2
O=C(Nc1ccncc1)c1ccc2ncsc2c1	-4	0	-1.7	-1	7	3	0	-1	2	-2
Cc1ccccc1CNC(=O)CCCC(=O)n1nc(C)c2ccccc21	-2	5	0.5	-4	-2	-12	-2	-5	-4	3
COc1ccc(OC)c2sc(NNC(=O)COc3ccccc3)nc12	-2	-7	-0.1	2	-1	13	3	-1	3	-3
COC(=O)C(CC(=O)c1ccc(C)cc1)n1nc(C)cc1C (stereo not given)	4	-5	-2.1	9	0	-1	-2	2	-9	2
CN(Cc1ccccc1)Cc1nc2c([nH]1)c(=O)n(C)c(=O)n2C	4	-7	1.1	2	2	-9	2	2	-5	-2
CN(Cc1ccccc1)C(=O)NC1CCCCC1	-3	2	-1.8	0	13	-3	3	1	1	3
O=[N+]([O-])c1ccccc1OCCCN1CCOCC1	3	4	2.0	-2	0	3	-8	-7	-1	-2
Cc1c(C(=O)N2CC3(CC(c4cccc(NC(=O)[C@H]5CCC(=O)N5)c4)=NO3)C[C@@H]2C(N)=O)cc([N+](=O)[O-])cc1[N+](=O)[O-] (stereo not given in full)	2	-3	-1.1	-1	3	5	-2	-2	1	1
O=C(Cc1ccccc1F)Nc1nc2ccccc2[nH]1	-8	-3	0.8	-4	2	-5	3	2	-1	5
O=C(Cc1coc2cc3c(cc12)CCC3)NCC1(N2CCCCC2)CCCCC1	-19	-6	-1.4	0	-1	4	5	8	-2	-1
CC(NC(=O)c1ccc2c(c1)OCO2)C(c1cccs1)N1CCOCC1 (stereo not given)	4	-1	-0.9	-2	2	-3	2	-3	-5	-1
CCOC(=O)[C@]12CCC=C1N(CCC1=CCCCC1)C(=O)[C@H](CC(=O)NCc1cccc3ccccc13)C2	·	3	0.9	0	-5	-5	0	11	6	-3
C=CCN(C(=O)CNS(=O)(=O)c1ccccc1)C(C(=O)NCCOC)c1ccncc1 (stereo not given)	-1	0	-1.2	1	5	2	5	1	-2	-1
COC(=O)c1ccc(CNC(=O)COC(=O)c2cc(Cl)nc(Cl)c2)cc1	-3	1	7.0	-6	5	-2	3	-1	0	1
